# Bioassay records (PubChem)
# Mito fusion yeast – blocks mitochondrial division or promotes mitochondrial fusion | S. cerevisiae fusion-defective mutant growth rescue, CellTiterGlo 48 h | Potency, µM (series often up to 46.1 µM), inactives show top-dose growth rescue (activation), hits mostly activators | 0.23% of 320,000 active | AID 485298;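 also: potency is read from the fitted curve at half-maximal effect; % of control where 0% means no effect; nearly all actives have a fitted effect of over 45% in size; temperature-sensitive fusion mutants such as fzo1-1 at 37 °C on non-fermentable ethanol glycerol medium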
#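 Compounds are tested for their ability to restore growth of mitochondrial fusion-defective yeast strains at non-permissive 37C in YPEG medium over 48 hours. Viability is quantified by luciferase luminescence.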
# PTAP TSG101 blk – blocks PTAP/TSG101 interaction to inhibit HIV-1 budding | Potency, µM (top dose mostly 115 µM), for inactives: top-dose activity change, negative = inhibition, usual class: inhibitors | Fluorescence polarization, FITC-PTAP peptide / Tsg101 binding | 340,000 tested, under 10 active | AID 493005 | Q99816; active = well fitted inhibition curve with a large enough effect in the main read-out, with a control signal flat, not every such curve was filed as active; inconclusive = small, poorly fitted or top-dose-only effect, or effect the other way, or a change in a side signal; inactive = no such curve, though single readings can be large or run the other way; also: potency is read from the fitted curve at half-maximal effect; % of control where 0% means no effect
# Target sequence (Q99816 whole entry, looked up): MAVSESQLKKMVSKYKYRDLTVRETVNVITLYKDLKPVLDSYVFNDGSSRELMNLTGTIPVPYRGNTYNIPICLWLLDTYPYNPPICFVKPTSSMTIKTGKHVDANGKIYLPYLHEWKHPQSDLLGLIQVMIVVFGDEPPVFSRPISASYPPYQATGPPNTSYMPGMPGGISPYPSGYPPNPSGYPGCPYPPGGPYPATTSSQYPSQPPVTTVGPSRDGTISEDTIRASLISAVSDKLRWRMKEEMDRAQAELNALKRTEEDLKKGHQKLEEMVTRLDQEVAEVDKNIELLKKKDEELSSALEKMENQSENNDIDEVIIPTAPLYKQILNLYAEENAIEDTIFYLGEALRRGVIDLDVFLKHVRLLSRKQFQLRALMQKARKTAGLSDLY
#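 Compounds were pin-transferred onto Tsg101 binding domain (10 uM final) in HEPES pH 7.5 buffer, then FITC-PTAP peptide was added at 50 nM final. After 20 min at RT, polarization reported peptide displacement across a qHTS concentration series.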
# Chronic BCR inh – inhibitors of chronic active B-cell receptor signaling | Potency, µM (series often up to 46.1 µM), for the others: at the top dose ratio change, negative = lower green/red ratio, hits mostly inhibitors | 0.05% of 340,000 active | ABC-DLBCL IkBa-CBG/CBR reporter, luminescence ratio, 4 h; active = well fitted inhibition curve with a large enough effect in the signal ratio, with a control signal flat, not every such curve was filed as active; inconclusive = small, poorly fitted or top-dose-only effect, or effect the other way, or a change in a side signal; the % refers to the signal ratio;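 also: potency is read from the fitted curve at half-maximal effect; plate controls were basal doxycycline-induced cells for no effect and cells given 10 µM MG132 for full effect; MG132 reads +100%, hits lower the ratio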
#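 TMD8 ABC-DLBCL cells carrying doxycycline-inducible green luciferase fused to IkappaBalpha plus unfused red luciferase were exposed to compounds (up to 46 uM) for 4 hrs at 37C. Activity came from the overlap-corrected green/red luminescence ratio.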
# ELG1 DNA repair – blocks ELG1-dependent DNA repair in HEK293T cells; HEK293T ELG1-luciferase reporter, luminescence, 16 h; DNA damage induced by 5-fluorouridine; Potency, µM (doses to about 46.1 µM), for inactives: at the highest dose activity change, negative = inhibition, hits mostly inhibitors; 2.3% of 330,000 active; also: potency is read from the fitted curve at half-maximal effect; % is scaled to controls: 0 for no effect and ±100 for the full control effect; nearly all actives have a fitted effect of over 55% in size
#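 Quantitative HTS, concentration-response format. 2,000 cells/well co-treated with 5-fluorouridine and compound, 16 hr in 5% CO2 at 37 °C; ONE-Glo luminescence read after 30 min.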
# Eya2 phos inh – Eya2 (human) phosphatase inhibition | recombinant Eya2, OMFP fluorescence dephosphorylation (OMFP is methylfluorescein phosphate) | Potency, µM (series often up to 76.9 µM), for inactives: at the highest dose activity, negative = inhibition, usual class: inhibitors | 0.006% of 330,000 active; also: potency is read from the fitted curve at half-maximal effect; % is scaled to controls: 0 for no effect and ±100 for the full control effect
#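 Eya2 (0.2 uM) preincubated 10 min at ambient with compound, then OMFP substrate added at 50 uM; 10 min reaction in 50 mM HEPES pH 7.5, 50 mM NaCl, 5 uM MgCl2, 0.05% BSA, 1 mM DTT. Fluorescence read at Ex 485/Em 525 nm.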
# Tb PFK inh – T. brucei PFK enzyme inhibition; T. brucei PFK, ADP-Glo luminescence; Potency, µM (doses to about 57.5 µM), for the others: at the top dose activity, negative = inhibition, most hits filed as inhibitors; 0.17% of 330,000 active; AID 485367;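 also: potency is read from the fitted curve at half-maximal effect; 0% = uninhibited 1x PFK enzyme wells and -100% = no-enzyme wells; nearly all actives have a fitted effect of over 60% in size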
# Target sequence (O15648 whole entry, looked up): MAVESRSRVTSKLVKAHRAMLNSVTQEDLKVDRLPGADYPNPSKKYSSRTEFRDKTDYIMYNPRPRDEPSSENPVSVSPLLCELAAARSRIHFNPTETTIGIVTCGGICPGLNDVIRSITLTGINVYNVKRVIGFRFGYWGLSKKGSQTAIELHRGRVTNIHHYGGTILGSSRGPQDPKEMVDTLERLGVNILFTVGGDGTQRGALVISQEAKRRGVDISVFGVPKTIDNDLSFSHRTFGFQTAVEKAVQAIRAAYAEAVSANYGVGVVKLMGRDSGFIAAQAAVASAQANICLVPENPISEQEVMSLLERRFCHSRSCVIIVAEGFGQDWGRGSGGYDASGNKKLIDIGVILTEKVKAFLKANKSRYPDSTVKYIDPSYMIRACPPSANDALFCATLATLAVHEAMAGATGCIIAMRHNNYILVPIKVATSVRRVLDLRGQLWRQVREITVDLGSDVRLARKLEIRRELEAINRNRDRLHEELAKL
#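 In TEA buffer at pH 8.0 with 5 mM MgCl2, enzyme (1.25 nM) converted F6P (0.5 mM) and ATP (0.1 mM) for 45 min at room temperature. ADP product was read by luciferase luminescence.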
# AT treatment – potential ataxia-telangiectasia treatments restoring KAP-1 phosphorylation. […] A-T fibroblasts, KAP-1 phosphorylation AlphaLISA; neocarzinostatin DNA damage 30 min before lysis. Potency, µM (series often up to 57.5 µM), without a hit: top-dose activation, actives largely listed as activators. 0.19% of 320,000 active. AID 485349; also: potency is read from the fitted curve at half-maximal effect; % of control where 0% means no effect; nearly all actives have a fitted effect of over 45% in size
#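 ATM-like activity read as KAP-1 phosphorylation via AlphaLISA donor/acceptor antibody pairs after lysis and 6 hr at 25C. Cells were ATM-null patient fibroblasts ([…], hTERT), dosed 60 min, then exposed to the DSB inducer NCS for 30 min.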
# TSHR antagonist – antagonists of human thyroid stimulating hormone receptor; activity change, negative = inhibition, % at 11.5 µM; TSHR-expressing cells, TSH-stimulated cAMP HTRF, 2 h; active compounds read low; AID 504810; 0.2% of 330,000 active;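 active = activity change below a set negative limit, meaning inhibition stronger than a set level, cut at about -70% in these data; inconclusive = activity change between two set negative limits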; also: % is scaled to controls: 0 for no effect and ±100 for the full control effect
#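 TSHR-expressing cells were treated with compounds, then stimulated with TSH at EC80 (4nM final) for 2 hours at 37 deg C. Cellular cAMP was measured by HTRF competition between lysate cAMP and cAMP-d2 for a cryptate-labelled anti-cAMP antibody.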
# a7 integrin act – integrin-mediated muscular dystrophy alleviation activation; alpha7betagal myoblasts, beta-gal FDG fluorescence, 48 h; Potency, µM (top dose mostly 38.3 µM), inactives show at the highest dose activation, most hits filed as activators; 0.064% of 350,000 active;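 also: potency is read from the fitted curve at half-maximal effect; 100% = response of the positive control SU9516; nearly all actives have a fitted effect of over 60% in size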
#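 Alpha7betagal+/- myoblasts (passage 13) were plated 16-24 hr, then exposed to compounds (1:260 dilution of DMSO stock) for 48 hours at 37C. After MPER lysis, β-galactosidase reporter activity was read as FDG fluorescence (ex 480/em 540) after 30 minutes.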
# TCR act – T cell receptor activation | primary human leukocytes, anti-CD3, IL-2 HTRF, 48 h | 330,000 tested, under 10 active | Potency, µM (titrated, usually from 9.22 µM), inactives show at the top dose activation of IL-2 secretion, hits mostly activators | AID 504894; also: % of control where 0% means no effect
#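 Using a-CD3 beads without co-stimulation, primary human leukocytes were exposed to compounds for 48 hr. An HTRF IL-2 kit measured the cytokine, with europium-to-d2 energy transfer producing emission at 665nm upon 320nm excitation.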
# S-ASM inh – human S-ASM enzyme inhibition; P17405; placental ASM, HMU-PC fluorogenic substrate, 60 min; Potency, µM (series often up to 57.5 µM), for inactives: at the highest dose activity change, negative = inhibition, most hits filed as inhibitors; 0.006% of 340,000 active; AID 504937; also: potency is read from the fitted curve at half-maximal effect
#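 qHTS format. ASM enzyme prepared from human placenta hydrolyses the fluorogenic substrate HMU-PC0 (9 uM final) over 60 min at 37 °C after a 10 min compound preincubation.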
# * marks the source's active call; other numbers are inactive results; i = inactive; ? = inconclusive; . = no result given; [ ] = remark or other dose. Unless noted, calls follow the shape of the dose curve; as a rule, active = well fitted curve in the direction sought with a large enough effect; inconclusive = small, poorly fitted or top-dose-only effect, or another doubt; inactive = no such curve, though single readings can be large; an effect the other way counts as inactive or inconclusive.
Compound	Mito fusion yeast	PTAP TSG101 blk	Chronic BCR inh	ELG1 DNA repair	Eya2 phos inh	Tb PFK inh	AT treatment	TSHR antagonist	a7 integrin act	TCR act	S-ASM inh
COc1cccc(C2C3=C(CC(C)(C)CC3=O)Nc3cc(OC)c(OC)cc32)c1 (stereo not drawn)	0%	-1%	-10%	20%	0%	3%	6%	38	-5%	-59%	.
COc1cccc(Cl)c1NC(=O)N1CCN(c2cc(C)nc3ccccc23)CC1	-3%	-8%	?	-28%	-16%	-7%	2%	14	-20%	-5%	-1%
COc1ccc(NC(=O)CSc2nc(C3CC3)nc3ccccc23)cc1	28%	-2%	-13%	-16%	-4%	10%	6%	-12	0%	3%	-2%
Cc1ccc(NS(=O)(=O)c2ccc(Cl)c(C(=O)Nc3ccccc3-c3nc4ccccc4[nH]3)c2)cc1C	?	2%	?	9.2µM*	9%	-1%	0%	-1	2%	3%[46.1 µM]	-7%
O=C(NCCc1ccc2c(c1)OCCO2)c1cccc(S(=O)(=O)N2CCCC2)c1	-6%	-6%	?	-4%	-5%	-3%	-13%	-11	-36%	-3%	2%
NNC(=O)CCc1nc2ccc(O)cc2[nH]1	18%	0%	?	0%	-4%	-3%	-5%	11	12%	13%	2%
O=C(CNC(=O)C1COc2ccccc2O1)N/N=C\c1ccc(Br)cc1 (stereo not drawn)	-2%	-5%	13%	15%	8%	-11%	-7%	-3	-12%	-6%	-12%
Cc1ccc2nc3c(cc2c1)c(NS(=O)(=O)c1ccccc1)nn3CC(C)C	0%	-2%	-10%	1%	-27%	-7%	-4%	-4	0%	2%	12%
O=C(NCc1ccccn1)c1cn(Cc2ccccc2)nn1	-1%	-3%	?	-1%	-11%	5%	3%	-1	4%	-5%	2%
CC(C)(C)C1(O)CC(C(F)(F)F)=NN1C(=O)CCCc1ccccc1 (stereo not drawn)	14%	-2%	-3%	-5%	-27%	-4%	?	-7	6%	.	-6%
CCOC(=O)C1=C(C)OC(N)=C(C#N)C1c1ccccc1 (stereo not drawn)	-1%	0%	14%	0%	0%	0%	3%	-16	-2%	-10%	1%
Cn1c(SCC(=O)NCc2ccco2)nnc1C1CCCC1	2%	-2%	5%	20%	6%	1%	0%	1	23%	5%	8%
CCC/C(=N/NC(=O)c1ccc2c(c1)OCO2)c1cccs1	.	0%	?	?	11%	0%	5%	9	30%	-1%[46.1 µM]	2%
Oc1[nH]c2ccccc2c1N=NC(=S)N1CCOCC1	-9%	-2%	?	?	-26%	-6%	-3%	-9	-59%[inhibitor]	7%	1%
CCN1CCN(C(=O)c2sc3ncnc(N4CCc5ccccc5C4)c3c2C)CC1	4%	4%	-20%	?	10%	2%	3%	3	-14%	5%	1%
O=C(NC12CC3CC(CC(C3)C1)C2)C1CCCN1C(=O)Nc1ccccc1 (stereo not drawn)	2%	-2%	-1%	9%	-20%	0%	5%	0	6%	-26%	-1%
Cc1ccc(NC(=O)NC(=O)N(C2CCCCC2)S(=O)(=O)c2ccccc2)cc1	15%	-2%	6%	?	8%	-2%	4%	10	37%	4%[46.1 µM]	1%
COC(=O)Nc1nnc(-c2ccco2)s1	-2%	-3%	-1%	?	4%	-1%	0%	0	-21%	6%	7%
Cc1ccccc1NC1=C(Cl)C(=O)OC1NC(=O)c1ccccc1 (stereo not drawn)	-8%	-2%	2%	0%	-4%	-1%	-4%	5	-15%	-13%	2%
N#Cc1c(-c2ccccc2)cc2nc3ccccc3n2c1N	9%	-3%	?	?	0%	0%	4%	-18	1%	5%[46.1 µM]	i
CC(C)OC(=O)NCCOC(=O)Nc1ccc(Cl)cc1	5%	-7%	?	-11%	-1%	2%	-1%[11.5 µM]	7	-71%[inhibitor]	-22%	4%
Cc1cc(OCc2cc(C(=O)N(C)C3CCOC3)no2)cc(C)c1Cl (stereo not drawn)	-2%	-6%	-4%	?	-2%	0%	13%	-10	2%	5%	-3%
CN(CC(=O)Nc1c(Cl)cccc1Cl)C(=O)CCC(=O)c1ccccc1	6%	0%	?	3%	-17%	-7%	4%	8	8%	-5%	-3%
COc1cc(CN2CCCC(CO)(Cc3cccc(Cl)c3)C2)cc2c1OCO2 (stereo not drawn)	9%	0%	?	-9%	-8%	-1%	0%	-23	-20%	7%	1%
CCCCN1CNC(=S)N(CCc2ccccc2)C1	3%	1%	-11%	-4%	14%	2%	-2%	-1	-12%	2%[46.1 µM]	2%
C[C@@H]1C(=O)O[C@@H]2[C@H](O)C34[C@H]5C[C@@H](C(C)(C)C)C36[C@H](OC(=O)[C@@H]6O)OC4(C(=O)O5)[C@@]12O (stereo partly drawn)	-1%	-1%	-1%	19%	4%	0%	5%	2	15%	-5%	10%
COc1ccccc1OCCC(=O)OCC(=O)Nc1ccc2c(c1)OCO2	.	-1%	2%	-23%	-1%	1%	0%	12	13%	-4%	4%
Cc1ccc(NC(=O)c2nc[nH]c2C(=O)N2CCc3ccccc3C2)cc1	4%	0%	8%	-12%	0%	-2%	-11%	-3	-10%	-4%	1%
O=C(OCc1c(F)cccc1Cl)c1cc([N+](=O)[O-])ccc1N1CCOCC1	13%	0%	-1%	-10%	10%	5%	-4%	-6	?	-8%	-11%
NCCOc1ccccc1-c1ccccc1	-9%	-1%	-1%	0%	5%	-2%	10%	-5	-24%	3%	-1%
C=CCN(CC=C)C(=O)COC(=O)c1n[nH]c2ccccc12	-6%	-2%	?	18%	6%	2%	9%	8	-11%	0%	7%
NNC(=O)CCn1nnc2ccccc21	-11%	-3%	-11%	10%	-10%	-1%	-3%	2	8%	2%	-1%
CCOC(=O)c1ccc(NC(=S)NC(=O)C2CCCC2)cc1	-9%	1%	?	-3%	-5%	-6%	10%	-22	2%	0%	-12%
CCCC(=O)N(CCN1CCOCC1)c1nc2cc(C)c(C)cc2s1	1%	1%	1%	?	-1%	-15%	3%	21	-19%	-3%	1%
CCCCOc1ccc(C2=NNC(=O)CC2)cc1	0%	0%	1%	?	-1%	4%	9%	26	10%	7%	-9%
CC(=O)Nc1ccccc1NC(=O)c1cc(C)ccc1C	-1%	-3%	4%	-2%	8%	13%	2%	-1	-1%	1%	3%
O=C1CC(NS(=O)(=O)c2ccccc2)CN1c1ccc2c(c1)OCCO2 (stereo not drawn)	-8%	-6%	0%	27%	7%	-1%	2%	7	-34%	-4%	.
Cc1ccccc1CN1CCN(CC(=O)NCc2ccccn2)C1=O	-7%	-1%	-8%	4%	?	0%	16%	8	-39%	0%	-4%
COc1ccc(/C=C/c2nc3ccccc3n2Cc2ccccc2OC)cc1	?	-4%	?	?	-3%	1%	10%	5	-52%[inhibitor]	-4%[46.1 µM]	307%[activator]
CCCCCC(=O)Nc1cccc(C2=NOC3(C2)C[C@@H](C(N)=O)N(C(=O)c2ccc(OC)cc2)C3)c1 (stereo partly drawn)	1%	.	-1%	-16%	-4%	-23%	-10%	-4	34%	2%	-8%
CC(C)CCn1nnnc1C(c1ccc(F)cc1)N1CCC(C(N)=O)CC1 (stereo not drawn)	1%	-3%	3%	-3%	-2%	-5%	-2%	-5	-14%	7%	-2%
CCC(CC)N1CCN(Cc2nc3ccc([N+](=O)[O-])cc3c(=O)n2-c2ccccc2F)CC1	-1%	-2%	?	-21%	-7%	-3%	-21%	-11	4%	0%	3%
Cc1ccc(NC(=O)CCNS(=O)(=O)c2ccc3c(c2)CCC(=O)N3)c(Br)c1	0%	1%	-24%	-18%	?	-1%	-5%	-1	0%	-26%	-8%
